Bim-Bcl-2: inhibitors of Bim-Bcl-2 binding, primary screen, biochemical, multiplexed, human Bcl-2 family; Apoptosis regulator Bcl-2 (Homo sapiens), P10415; Bead-based flow cytometry, Bim peptide-Bcl-2 binding; inhibition, % at 10 µM; 190,000 tested, 0.06% active; in the data active = inhibition above about 40%; inconclusive = no clear call, values can overlap the other calls;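 also: 0% = no compound wells with probe peptide and 100% = reference peptide inhibitor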
Target sequence (P10415 whole entry, looked up): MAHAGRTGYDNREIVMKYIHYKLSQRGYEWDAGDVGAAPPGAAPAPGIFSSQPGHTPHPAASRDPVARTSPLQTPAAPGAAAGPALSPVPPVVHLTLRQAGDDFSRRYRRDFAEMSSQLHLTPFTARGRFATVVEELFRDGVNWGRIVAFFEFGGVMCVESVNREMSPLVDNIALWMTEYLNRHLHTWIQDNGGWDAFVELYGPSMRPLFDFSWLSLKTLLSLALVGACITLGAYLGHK
Bim-Bcl-XL: inhibitors of Bim-Bcl-XL binding, primary screen, biochemical, multiplexed, bead flow cytometry, human Bcl-XL. Bim peptide-Bcl-XL binding, fluorescence. inhibition, % at 10 µM. 190,000 tested, 0.04% active. Bcl-2-like protein 1 (Homo sapiens), Q07817
Target sequence (Q07817 whole entry, looked up): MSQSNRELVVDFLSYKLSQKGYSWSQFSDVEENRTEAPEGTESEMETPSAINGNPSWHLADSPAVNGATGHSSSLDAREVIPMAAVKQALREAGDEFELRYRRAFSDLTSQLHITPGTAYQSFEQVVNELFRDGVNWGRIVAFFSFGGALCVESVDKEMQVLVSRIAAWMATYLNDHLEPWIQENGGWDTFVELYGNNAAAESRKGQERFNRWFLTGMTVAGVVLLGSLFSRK
Bcl-W Bim block: inhibitors of Bim binding to Bcl-W, primary screen, biochemical, multiplexed, bead-based flow cytometry. 190,000 tested, 0.02% active. Bim peptide-Bcl-W binding. Bcl-2-like protein 2 (Homo sapiens), Q92843. inhibition, % at 10 µM;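 also: 0% = bound tracer without compound and 100% = peptide blocker; higher means less fluorescent Bim peptide bound to Bcl-W beads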
Target sequence (Q92843 whole entry, looked up): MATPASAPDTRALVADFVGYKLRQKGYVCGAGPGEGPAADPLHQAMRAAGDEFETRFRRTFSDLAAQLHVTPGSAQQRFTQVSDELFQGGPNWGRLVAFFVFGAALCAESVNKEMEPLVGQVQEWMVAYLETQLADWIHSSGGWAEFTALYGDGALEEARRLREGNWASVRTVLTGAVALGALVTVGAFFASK
RGS7-Gao: RGS7-Galphao binding modulators, primary screen, biochemical, multiplexed bead flow cytometry; actives lie on both sides; binding response (% of control), % at 10 µM; 220,000 tested, 0.35% active; AID 1439, 2008; in the data active = binding response below about 49% or above about 150%; inconclusive = no clear call, values can overlap the other calls; inactive = in between;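 also: fluorescent Galphao held in activated GDP-AlF4 state binding bead-coupled RGS7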
Target sequence (P09471 whole entry, looked up): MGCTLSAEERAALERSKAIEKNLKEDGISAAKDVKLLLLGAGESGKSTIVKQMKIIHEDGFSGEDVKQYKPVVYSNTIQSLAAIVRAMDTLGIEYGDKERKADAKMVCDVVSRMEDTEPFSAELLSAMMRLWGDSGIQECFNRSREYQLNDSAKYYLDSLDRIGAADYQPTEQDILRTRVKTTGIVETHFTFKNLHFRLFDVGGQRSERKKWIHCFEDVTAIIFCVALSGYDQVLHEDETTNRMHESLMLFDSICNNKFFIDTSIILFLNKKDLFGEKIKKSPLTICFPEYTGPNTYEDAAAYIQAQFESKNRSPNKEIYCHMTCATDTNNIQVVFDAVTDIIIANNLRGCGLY
RGS4-Gao reg: modulators of RGS4 binding to Galphao, primary screen, biochemical, multiplexed bead flow cytometry; Guanine nucleotide-binding protein G(o) subunit alpha (Homo sapiens), P09471; actives lie on both sides; binding response (% of control), % at 10 µM; 220,000 tested, 0.33% active; in the data active = binding response below about 49% or above about 150%; inactive = in between;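 also: fluorescent Galphao activated with aluminum fluoride binding bead-coupled RGS4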
Bim-Mcl-1: inhibitors of Bim peptide binding to Mcl-1, primary screen, biochemical, bead-based flow cytometry, multiplex | AID 1009, 2008 | Induced myeloid leukemia cell differentiation protein Mcl-1 (Homo sapiens), Q07820 | inhibition, % at 10 µM | 190,000 tested, 0.1% active | Bim peptide-Mcl-1 binding;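 also: 0% = no compound tracer wells and 100% = peptide blocker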
Bim-Bcl-B: inhibitors of Bim-Bcl-B binding, primary screen, biochemical, multiplexed, human Bcl-2 family | Bcl-2-like protein 10 (Homo sapiens), Q9HD36 | bead-based flow cytometry, Bim peptide-Bcl-B binding | inhibition, % at 10 µM | 190,000 tested, 0.073% active | AID 951, 2007;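 also: 0% = tracer peptide without compound and 100% = reference inhibitor peptide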
RGS8-Gao reg: RGS8-Galphao binding modulators, primary screen, biochemical, multiplexed bead flow cytometry. Guanine nucleotide-binding protein G(o) subunit alpha (Homo sapiens), P09471. actives lie on both sides. response (percent of control binding), % at 10 µM. 220,000 tested, 0.34% active; in the data active = response below about 60% or above about 140%; inactive = in between;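 also: Galphao activated as the GDP aluminium fluoride complex binding bead-coupled RGS8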
Bfl-1 Bim block: inhibitors of Bim binding to Bfl-1, primary screen, biochemical, multiplexed, bead-based flow cytometry; inhibition, % at 10 µM; 190,000 tested, 0.12% active; Bim-Bfl-1 binding inhibition; Bcl-2-related protein A1 (Homo sapiens), Q16548; AID 1008, 2008;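 also: 0% = wells without compound plus tracer and 100% = blocker peptide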
Mcl1-Bid inh: Mcl-1/Bid binding inhibitors, primary screen, biochemical, TR-FRET, 1536-well; TR-FRET Mcl-1/Bid-Dy647 peptide binding; inhibition, % at 21.7 µM; 220,000 tested, 0.97% active; AID 1021, 2008;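 active = compounds that cut the binding signal by more than half at the single screening dose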;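 also: His-tagged Mcl-1 with europium anti-His antibody binding Bid BH3 peptide; 0% = Mcl-1 plus peptide wells and 100% = peptide-only wells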
GSH bead fluor: compound fluorescence on glutathione beads, profiling panel, artefact control, biophysical, 488/530 nm, flow cytometry; GSH beads flow cytometry, compound fluorescence 488/530 nm; hits give high values; fluorescence (KMESF) at 10 µM; 190,000 tested, 0.25% active; AID 1776, 2009; in the data active = fluorescence above about 89;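 also: glutathione beads carrying GST-tagged Bcl family fusion proteins plus one bare bead set; values are compound well signal with DMSO vehicle wells as background; inactives centre near 16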
* marks the source's active call; other numbers are inactive results; u = inconclusive; x = not tested or not shown. Rule as the data show it, unless noted: active = inhibition above about 40%. No enrichment for hits. About 1.8% of those tested had a hit in this group.

SMILES	Bim-Bcl-2	Bim-Bcl-XL	Bcl-W Bim block	RGS7-Gao	RGS4-Gao reg	Bim-Mcl-1	Bim-Bcl-B	RGS8-Gao reg	Bfl-1 Bim block	Mcl1-Bid inh	GSH bead fluor
Oc1ccc(NCc2cccc(OCc3ccccc3)c2)cc1	2	0	5	92	91	0	-9	96	14	-39	15
CC(C(=O)N1c2ccccc2Sc2ccccc21)n1nnc(-c2cccs2)n1 (stereo not drawn)	-22	-20	-8	107	100	-13	-16	101	-27	-13	27
Nc1ccc(C(=O)N/N=C/c2sc(N3CCOCC3)nc2-c2ccccc2)cc1	4	-1	0	104	102	0	-2	100	-2	-34	5
N/C(=N\OC(=O)COc1ccc(Cl)cc1Cl)c1cccnc1	1	-4	0	103	103	-3	-2	103	1	-19	11
CCN1CC(CN(C)Cc2nc(-c3ccc(OC)c4ccccc34)oc2C)CC1=O (stereo not drawn)	-4	-1	-2	96	98	7	-4	99	-4	-38	12
CNC(=O)COC(=O)c1ccc(NC(=O)CC#N)cc1	0	0	4	82	82	3	-2	84	-10	-28	9
COc1cccc(C(c2sc3ncnn3c2O)N2CCc3ccccc3C2)c1 (stereo not drawn)	-7	-2	-1	108	102	-2	-8	103	-3	-11	19
COc1ccc(OC)c(NC(=O)CSc2nnc(C)n2Cc2ccccc2)c1	-3	-4	0	101	98	-1	-8	108	-13	-15	29
Cc1cc(C)nc(NS(=O)(=O)c2ccc(NC(=S)NC(=O)C(C)C)cc2)n1	-35	-7	0	103	105	-16	-3	106	-3	-19	24
CCc1ccc(N(CC(=O)NC)S(C)(=O)=O)cc1	-12	-9	-4	100	99	-5	-11	99	-19	-3	29
CC(C)Oc1ccc(C2CC(=O)N(c3cccc(C(=O)O)c3)C2=O)cc1 (stereo not drawn)	-2	0	5	98	96	-5	-5	99	-8	-21	21
Cc1ccc(-n2nc(C(=O)N3CCOCC3)cc2-c2ccc(Cl)cc2)cc1	0	-1	0	99	99	2	-1	101	-1	2	19
Cc1ccc2ncnc(Nc3ccc(C)c(C)c3)c2c1	1	-2	0	100	85	-4	-1	98	-4	-2	11
CCOCCn1c(N2CCN(c3ccccc3)CC2)nc2c1c(=O)n(C)c(=O)n2C	-3	-2	0	101	101	0	-5	101	-11	-25	33
CCOC(=O)N1CCC(NC(=O)c2ccc(CS(=O)(=O)c3ccc(OC)cc3)o2)CC1	-10	-5	0	98	102	-1	-6	105	-9	-15	25
COc1cccc(NC(=O)Nc2ccccc2SC)c1	1	-3	2	92	97	0	-5	91	-1	-6	14
COc1ccccc1N1CCN(S(=O)(=O)c2ccc(Cl)s2)CC1	0	-1	-3	101	101	0	-2	102	-5	-36	78
COCCCNc1ncnc2sc3c(c12)CCC(C)C3 (stereo not drawn)	7	2	-3	96	99	1	-2	101	0	-7	21
Cc1cc(OC(C)C(N)=O)nc(-c2ccccc2)n1 (stereo not drawn)	-4	-3	-3	103	100	-2	-5	99	-4	11	15
O=C(CSc1nnc(Cc2ccc(Cl)cc2)o1)Nc1ccccc1	0	0	-3	97	103	-3	0	99	2	-21	13
O=C(Nn1cnc2ccccc2c1=O)c1cccc(Cl)c1	0	-3	-2	99	97	0	-8	100	-6	-66	12
Cc1noc(C)c1C(=O)Nc1nnc(-c2ccccc2)s1	-6	-2	0	99	99	0	-6	98	-18	5	10
Cc1ccc(CCN2CC(C(=O)NCCCN3CCOCC3)CC2=O)cc1 (stereo not drawn)	-3	0	1	85	79	0	1	98	-2	-14	7
Cc1ccc(C(=O)Nc2cc3ccccc3oc2=O)cc1	-1	-4	-1	106	101	-1	-6	105	-11	-30	23
Cc1cc(C)n(C(C[N+](=O)[O-])c2ccc(Cl)cc2)n1 (stereo not drawn)	0	3	2	93	99	-4	-2	88	-4	22	13
C=CC(=O)NCCCc1cc(C(C)(C)C)c(O)c(C(C)(C)C)c1	-2	-3	0	106	102	4	0	99	-2	4	9
Cc1ccccc1-n1c(C)nnc1SCC(=O)N(C)C1CCS(=O)(=O)C1 (stereo not drawn)	-1	-2	-1	95	93	0	-2	89	-10	1	11
Cc1sc2ncnc(N3CCN(C(=O)c4ccco4)CC3)c2c1C	-3	2	2	100	97	1	0	100	-5	-15	13
O=C(Cn1nnc(-c2ccccc2F)n1)NCc1ccco1	3	3	1	100	98	2	2	102	-4	-43	9
COC(=O)c1nc2cc(C)ccn2c1F	-5	-2	2	104	104	1	-4	105	-8	-15	26
CCOC(=O)c1nonc1NC(C)=O	-30	-26	-32	96	100	-30	-37	101	-28	-4	41
CCOP(=O)(OCC)C(Nc1cccc(C(F)(F)F)c1)c1ccc(Br)cc1 (stereo not drawn)	-7	-9	-7	100	102	-7	-11	102	-15	3	19
C=COCCNC(=O)C(=O)NC(C)C	-1	-1	0	99	98	0	-2	100	-2	-40	12
CCOC(=O)N1CCN(C(=O)c2cnc(Nc3ccccc3OC)c3ccccc23)CC1	-8	-5	0	101	98	-3	-8	101	-12	-49	32
O=CN1CC(=O)N(c2ccccc2)c2c([nH]c3ccccc23)C1	1	3	0	111	112	0	0	121	1	-39	13
COc1cccc(N=CC2=C(O)CCCC2=O)c1	-3	-3	-3	99	100	-2	-1	99	-7	-33	14
Cc1cc(=O)[nH]c(SCc2cc(Cl)ccc2OC(F)F)n1	-11	-14	-2	101	103	-6	-5	102	-10	6	270*
CCN1CCN(C(=O)CCN2C(=O)c3ccccc3C2=O)CC1	-1	-1	0	u	95	0	-1	100	-7	-37	15
FC(F)(F)c1cccc(N2CCN(Cc3cccnc3)CC2)c1	-7	1	0	105	103	-1	-8	103	-13	37	29
COc1cc(S(=O)(=O)N2CCN(C)CC2)c(OC)cc1Br	3	-7	-2	103	105	-2	0	106	0	-9	24

Single records, from the list above:
FC(F)(F)c1cccc(N2CCN(Cc3cccnc3)CC2)c1 is listed with Bim-Bcl-2: -7; Bim-Bcl-XL: 1; Bcl-W Bim block: 0; RGS7-Gao: 105; RGS4-Gao reg: 103; Bim-Mcl-1: -1; Bim-Bcl-B: -8; RGS8-Gao reg: 103; Bfl-1 Bim block: -13; Mcl1-Bid inh: 37; GSH bead fluor: 29
CCOC(=O)N1CCN(C(=O)c2cnc(Nc3ccccc3OC)c3ccccc23)CC1 is listed with Bim-Bcl-2: -8; Bim-Bcl-XL: -5; Bcl-W Bim block: 0; RGS7-Gao: 101; RGS4-Gao reg: 98; Bim-Mcl-1: -3; Bim-Bcl-B: -8; RGS8-Gao reg: 101; Bfl-1 Bim block: -12; Mcl1-Bid inh: -49; GSH bead fluor: 32

Next part
SMILES	Bim-Bcl-2	Bim-Bcl-XL	Bcl-W Bim block	RGS7-Gao	RGS4-Gao reg	Bim-Mcl-1	Bim-Bcl-B	RGS8-Gao reg	Bfl-1 Bim block	Mcl1-Bid inh	GSH bead fluor
COC(=O)C1CCN(C(=O)Nc2ccccc2)CC1	3	0	2	96	94	1	0	96	-5	-9	14
CCN(CC)c1ccc2cc(-c3nnc(-c4ccncc4)o3)c(=O)oc2c1	-4	-1	0	98	97	1	-7	98	-10	-22	20
Cc1nnc(Sc2c(N)n(C)c(=O)n(C)c2=O)s1	-3	1	5	98	103	2	-3	99	-3	-52	8
CC(C)C1CC(=O)NC(SCC(=O)Nc2ccc(Br)cc2)=C1C#N (stereo not drawn)	-5	-1	0	92	93	1	-9	98	-11	1	5
N#CC1=C(N)SC2(CCCCC2)SC1c1ccccc1 (stereo not drawn)	0	-11	-6	103	100	-3	-8	99	1	-1	30
O=[N+]([O-])c1cc(C(F)(F)F)c(Cl)cc1N1CCN(CCO)CC1	-11	-9	-5	100	103	-1	-7	102	-12	-7	15
N#CC1=C(N)Oc2n[nH]c(-c3cccs3)c2C1c1ccsc1 (stereo not drawn)	-6	-5	0	99	99	0	-7	101	-13	-9	30
Cc1cc(C(=O)COc2cccnc2[N+](=O)[O-])c(C)n1Cc1ccco1	-4	0	0	99	93	-2	-3	98	0	-38	64
O=C1S/C(=C\c2ccc(Cl)cc2)C(=O)N1CCn1cnnn1	-6	-2	-1	u	99	-1	-4	101	-10	-10	15
COc1ccc2c(c1)c(=O)c(C(=O)c1ccc(Cl)cc1)cn2CC(=O)Nc1ccc(F)cc1	0	0	-2	102	100	-1	-6	90	-1	4	13

Looked up one by one from above, five records:
SMILES	Bim-Bcl-2	Bim-Bcl-XL	Bcl-W Bim block	RGS7-Gao	RGS4-Gao reg	Bim-Mcl-1	Bim-Bcl-B	RGS8-Gao reg	Bfl-1 Bim block	Mcl1-Bid inh	GSH bead fluor
CCN(CC)c1ccc2cc(-c3nnc(-c4ccncc4)o3)c(=O)oc2c1	-4	-1	0	98	97	1	-7	98	-10	-22	20
O=[N+]([O-])c1cc(C(F)(F)F)c(Cl)cc1N1CCN(CCO)CC1	-11	-9	-5	100	103	-1	-7	102	-12	-7	15
N#CC1=C(N)SC2(CCCCC2)SC1c1ccccc1 (stereo not drawn)	0	-11	-6	103	100	-3	-8	99	1	-1	30
COc1ccc2c(c1)c(=O)c(C(=O)c1ccc(Cl)cc1)cn2CC(=O)Nc1ccc(F)cc1	0	0	-2	102	100	-1	-6	90	-1	4	13
Cc1cc(C(=O)COc2cccnc2[N+](=O)[O-])c(C)n1Cc1ccco1	-4	0	0	99	93	-2	-3	98	0	-38	64

The list goes on.
SMILES	Bim-Bcl-2	Bim-Bcl-XL	Bcl-W Bim block	RGS7-Gao	RGS4-Gao reg	Bim-Mcl-1	Bim-Bcl-B	RGS8-Gao reg	Bfl-1 Bim block	Mcl1-Bid inh	GSH bead fluor
Cc1cccc(C(C)(C)C)c1OCCOCCN1CCCC1	-4	-4	-3	92	98	-3	-1	98	-8	15	10
CC(=O)OCC(=O)[C@@]12OC3(CCCC3)O[C@@H]1C[C@H]1[C@@H]3CCC4=CC(=O)C=C[C@]4(C)[C@@]3(F)[C@@H](O)C[C@@]12C	-71	x	-3	98	100	-2	-3	99	0	-2	22
COCCCn1c(SCc2ccc(OC)cc2)nc2cc(OC)c(OC)cc2c1=N	-3	-3	-2	96	97	-1	-1	96	-1	-3	16
COc1ccc(C2C3=C(CC(C)(C)CC3=O)Nc3c2c(=O)[nH]c(=O)n3Cc2ccccc2)cc1OC (stereo not drawn)	0	0	0	101	102	-1	-4	100	0	-46	17
CCOC(=O)CCC(NC(=O)CC(=O)NC(CCC(=O)OCC)C(=O)OCC)C(=O)OCC (stereo not drawn)	-1	1	1	98	101	1	-1	99	-2	-24	25
O=C(CN1CCN(c2ccccn2)CC1)Nc1cc(C(F)(F)F)ccc1Cl	-2	-10	-4	97	95	-4	-6	93	-4	2	35

Screening results: PubChem BioAssay, several laboratories
